Compound activity as filed in PubChem.
3CLpro inhibitor = SARS-CoV 3CLpro protease inhibition; P0C6X7; inhibition, % at 6 µM; actives 0.14% (n = 290,000); AID 1706; recombinant SARS-CoV 3CLpro, quenched FRET peptide cleavage; in the data active = inhibition above about 12%
BioA inh = BioA (M. tuberculosis) enzyme inhibition; purified M. tuberculosis BioA enzyme, plate reader; actives 0.096% (n = 360,000); inhibition, % at 9.99 µM; AID 602481; in the data active = inhibition above about 40%
MazEF act = MazEF (E. coli) toxin RNase activation. FAM/BHQ RNA-DNA oligo cleavage fluorescence, 5 h. AID 504720. P0AE70. actives 0.32% (n = 350,000). activation, % at 20 µM; in the data active = activation above about 50%
Target sequence (P0AE70 whole entry, looked up): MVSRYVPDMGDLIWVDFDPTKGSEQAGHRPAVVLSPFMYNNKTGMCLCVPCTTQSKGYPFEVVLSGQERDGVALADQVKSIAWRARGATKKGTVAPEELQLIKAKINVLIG
VHR inh abs = DUSP3 (human) phosphatase inhibition. actives 0.52% (n = 290,000). recombinant VHR phosphatase, pNPP absorbance. inhibition, % at 13.3 µM. P51452; in the data active = inhibition above about 50%; note: some compounds called inactive have numbers as strong as hits
Target sequence (P51452 whole entry, looked up): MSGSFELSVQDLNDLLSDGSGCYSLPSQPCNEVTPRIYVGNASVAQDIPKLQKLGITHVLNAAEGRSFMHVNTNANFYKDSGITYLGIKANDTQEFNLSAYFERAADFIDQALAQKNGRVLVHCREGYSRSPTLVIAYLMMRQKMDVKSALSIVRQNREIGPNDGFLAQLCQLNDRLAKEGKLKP
Mtb FBA inh = inhibits M. tuberculosis FBA enzyme; P9WQA3; purified M. tuberculosis FBA, fluorescence read-out; inhibition, % at 1 µM; actives 2.3% (n = 360,000); in the data active = inhibition above about 27%;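 note: 0% = vehicle and 100% = reference inhibitor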
BH1578 lux ind = induces V. cholerae light production without autoinducers | activation, % at 18.7 µM | V. cholerae BH1578 lux reporter, luminescence, 6 h | actives 0.16% (n = 350,000); in the data active = activation mostly above about 9.7%, no sharp cut-off; note: not every result past the cut was called active; inactives centre near 0; reference of the scale not given here
SSB-PriA inh = blocks PriA binding to SSB C-terminal tail; AlphaScreen SSBct-PriA binding, biotinylated peptide; inhibition, % at 33 µM; actives 0.6% (n = 430,000); in the data active = inhibition mostly above about 37%, no sharp cut-off; inactive = mostly below about 20%;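 note: plate controls were negative control peptide for no effect and reference peptide for full effect; strong numbers were not always called active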
Rv3671c inh = inhibitors of M. tuberculosis serine protease Rv3671c. P9WHR9. inhibition, % at 5.96 µM. actives 0.048% (n = 320,000). AID 2606; in the data active = inhibition above about 38%;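 note: extracellular domain of Rv3671c used as enzyme; 0% = enzyme with DMSO and 100% = no enzyme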
Target sequence (P9WHR9 whole entry, looked up, the tested form may be a part): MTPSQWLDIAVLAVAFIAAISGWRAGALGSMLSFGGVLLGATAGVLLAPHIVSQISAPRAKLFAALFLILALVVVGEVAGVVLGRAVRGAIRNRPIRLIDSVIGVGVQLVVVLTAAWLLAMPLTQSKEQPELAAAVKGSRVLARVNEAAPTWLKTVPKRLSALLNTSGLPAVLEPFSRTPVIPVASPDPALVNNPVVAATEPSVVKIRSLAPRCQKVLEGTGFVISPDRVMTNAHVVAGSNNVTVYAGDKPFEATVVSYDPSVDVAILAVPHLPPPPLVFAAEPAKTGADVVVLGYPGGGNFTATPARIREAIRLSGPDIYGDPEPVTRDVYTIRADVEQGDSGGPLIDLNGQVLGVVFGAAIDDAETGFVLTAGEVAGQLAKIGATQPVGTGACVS
UGM FP inh = Mtb UDP-galactopyranose mutase inhibition; P9WIQ1; purified UGM, fluorescence polarization probe displacement; inhibition, % at 10 µM; actives 0.06% (n = 320,000); AID 504406; in the data active = inhibition above about 10%, passing the limit was not always enough
GDH-TPI counter = inhibits GDH-TPI coupling enzymes, artifact for Mtb FBA screen; AID 588335; inhibition, % at 4.8 µM; actives 1.2% (n = 360,000); GDH-TPI coupled enzyme counterscreen, NADH absorbance; in the data active = inhibition above about 30%;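 note: 0% = DMSO wells and 100% = wells lacking the enzyme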
* = called active by the depositor; i = inactive; / = no result given.

| Structure | 3CLpro inhibitor | BioA inh | MazEF act | VHR inh abs | Mtb FBA inh | BH1578 lux ind | SSB-PriA inh | Rv3671c inh | UGM FP inh | GDH-TPI counter |
| --- | --- | --- | --- | --- | --- | --- | --- | --- | --- | --- |
| COc1cc2ccccc2cc1C(=O)NC(=S)Nc1nnn(C)n1 | 3 | / | -1 | -7 | 2 | 3.4 | -4 | 14 | 0.1 | -5 |
| COc1ccc(CNC(=O)c2ccc(Cl)c(S(=O)(=O)N3CCCCCC3)c2)cc1 | / | -0.8 | 10 | / | -4 | -0.7 | / | / | / | 9 |
| COc1ccc(CN(C)C(=O)CNC(=O)CNC(=O)c2ccc(Cl)cc2Cl)cc1F | 4 | 0.5 | 2 | 12 | -2 | -3.8 | 4 | 7 | 0.3 | 3 |
| O=C1NC(=Nc2cccc(Cl)c2)SC1Cc1cccc(Cl)c1Cl (centres undefined) | 1 | -0.5 | -9 | 17 | -6 | i | -8 | -7 | 0.5 | 7 |
| N#CC[C@H](c1ccccc1)N1CCN(Cc2ccccc2)CCC1=O | -4 | -1.3 | 8 | 6 | -1 | i | 0 | -11 | 3.2 | 1 |
| O=C(O)c1ccc2c(=O)n3c(nc2c1)/C(=C/c1cccc(Cl)c1Cl)CCCC3 | 2 | 2.5 | 0 | -7 | -1 | -0.7 | -1 | -19 | -1.4 | 4 |
| CCc1ccc(OCCNC(=O)c2ccco2)cc1 | -4 | -0.1 | 0 | 23 | 0 | / | -15 | 3 | 0.4 | -3 |
| COc1ccc2c(=O)c(-c3ccccc3)coc2c1 | 3 | -0.4 | 4 | 21 | -1 | -0.2 | -16 | 4 | -0.4 | -9 |
| COc1ccc(-c2oc(/N=C/N3CCCC3)c(C#N)c2-c2ccc(OC)cc2)cc1 | 1 | / | 3 | -9 | 2 | 0.5 | / | 8 | -0.8 | 21 |
| Cc1onc(-c2c(Cl)cccc2Cl)c1C(=O)N1CCc2ccccc21 | -1 | 2.5 | 4 | -18 | 0 | -0.4 | -14 | -6 | 5.8 | 2 |
| NC(=O)C1(c2ccccc2)CCC(=O)N1c1ccccc1 (centres undefined) | -3 | -1.1 | 2 | 4 | -2 | 0.0 | 2 | 0 | 1.7 | 7 |
| c1ccc(-c2nc(C3CCCCC3)c3ccccc3n2)cc1 | / | -2.3 | -1 | / | 6 | 0.0 | -2 | -10 | 0.4 | 19 |
| Cc1ccc(S(=O)(=O)N(CC(=O)Nc2ccc(Cl)c([N+](=O)[O-])c2)C2CCCCC2)cc1 | 0 | / | -5 | -7 | -1 | -0.2 | 4 | -158 | -0.2 | 9 |
| COc1ccc(NC(=O)c2ccco2)cc1NC(=O)c1cccnc1 | -4 | / | 3 | 9 | 1 | i | -6 | 0 | 1.0 | 8 |
| Cn1c(=O)c2nc(SCc3ccccc3)n(C)c2n(C)c1=O | / | 1.9 | 2 | / | -3 | i | -7 | / | / | 13 |
| O=C(CNC(=O)/C=C/c1ccco1)N=Nc1c(O)[nH]c2ccccc12 | 2 | -0.6 | 0 | 1 | 2 | 2.1 | 6 | 6 | -0.5 | 23 |

Next section (three carried over from the part before).
| Structure | 3CLpro inhibitor | BioA inh | MazEF act | VHR inh abs | Mtb FBA inh | BH1578 lux ind | SSB-PriA inh | Rv3671c inh | UGM FP inh | GDH-TPI counter |
| --- | --- | --- | --- | --- | --- | --- | --- | --- | --- | --- |
| COc1ccc(NC(=O)c2ccco2)cc1NC(=O)c1cccnc1 | -4 | / | 3 | 9 | 1 | i | -6 | 0 | 1.0 | 8 |
| Cn1c(=O)c2nc(SCc3ccccc3)n(C)c2n(C)c1=O | / | 1.9 | 2 | / | -3 | i | -7 | / | / | 13 |
| O=C(CNC(=O)/C=C/c1ccco1)N=Nc1c(O)[nH]c2ccccc12 | 2 | -0.6 | 0 | 1 | 2 | 2.1 | 6 | 6 | -0.5 | 23 |
| O=C(O)Cn1c2ccccc2c2nc3ccccc3nc21 | / | -2.3 | 0 | / | -2 | 0.6 | / | / | / | 32* |
| COCCN(C(=O)CSc1nnc(C)n1Cc1ccccc1)c1c(N)n(CC(C)C)c(=O)[nH]c1=O | -1 | / | 8 | 11 | 6 | 0.2 | -16 | 4 | 0.7 | -2 |
| Cc1csc(=O)n1CC(=O)OCC(=O)NNC(=O)c1ccc([N+](=O)[O-])cc1 | / | / | 3 | / | 4 | i | 21 | -1 | -0.9 | 7 |
| N#Cc1cc2c(=O)n3ccccc3nc2n(CCCn2ccnc2)c1=N | 2 | -6.0 | 4 | 3 | 25 | 2.8 | -17 | -2 | 0.1 | 3 |
| O=C1NCCN(Cc2ccoc2)C1CC(=O)N(CCO)Cc1ccccc1 (centres undefined) | 3 | -1.6 | -6 | 29 | 1 | i | 9 | 6 | 1.9 | -10 |
| c1ccc(-c2cnc(-c3cccnc3)o2)cc1 | 0 | 3.5 | 6 | 30 | 93* | -0.6 | -9 | -2 | 0.0 | 5 |
| COc1ccc(CCC(=O)N2CCN(S(=O)(=O)c3cccs3)CC2)cc1 | / | 1.1 | 0 | / | 1 | -1.4 | -17 | / | / | -1 |
| CCCNC(=O)CCn1cc(-c2ccc(OC)cc2)nc1CCN | / | -0.7 | 4 | / | 0 | i | -3 | 7 | -1.5 | 6 |
| CC(C)c1c(C(=O)N/N=C/c2ccc(OCc3ccccc3)cc2)nnn1-c1nonc1N | 1 | -1.2 | 12 | 17 | 1 | -0.2 | / | 1 | -1.2 | 16 |
| O=C(NCCCN1CCc2ccccc2C1)Nc1ccc(Cl)cc1 | 3 | 2.9 | -6 | 10 | -1 | -0.2 | -1 | 14 | -1.2 | -5 |
| O=[N+]([O-])c1cccc(Nc2nc(Cl)nc(Cl)n2)c1 | 3 | / | 4 | 20 | 0 | -0.3 | -12 | 3 | 3.2 | 8 |
| O=C1C2CCC(C(O)C2)N1Cc1ccccc1 (centres undefined) | -3 | 1.3 | 1 | 24 | -3 | 6.7 | -6 | 6 | 1.2 | 8 |

Shown as labelled records: 4 of the compounds above
> CC(C)c1c(C(=O)N/N=C/c2ccc(OCc3ccccc3)cc2)nnn1-c1nonc1N
  3CLpro inhibitor = 1
  BioA inh = -1.2
  MazEF act = 12
  VHR inh abs = 17
  Mtb FBA inh = 1
  BH1578 lux ind = -0.2
  SSB-PriA inh = /
  Rv3671c inh = 1
  UGM FP inh = -1.2
  GDH-TPI counter = 16

> O=C(NCCCN1CCc2ccccc2C1)Nc1ccc(Cl)cc1
  3CLpro inhibitor = 3
  BioA inh = 2.9
  MazEF act = -6
  VHR inh abs = 10
  Mtb FBA inh = -1
  BH1578 lux ind = -0.2
  SSB-PriA inh = -1
  Rv3671c inh = 14
  UGM FP inh = -1.2
  GDH-TPI counter = -5

> O=[N+]([O-])c1cccc(Nc2nc(Cl)nc(Cl)n2)c1
  3CLpro inhibitor = 3
  BioA inh = /
  MazEF act = 4
  VHR inh abs = 20
  Mtb FBA inh = 0
  BH1578 lux ind = -0.3
  SSB-PriA inh = -12
  Rv3671c inh = 3
  UGM FP inh = 3.2
  GDH-TPI counter = 8

> O=C1C2CCC(C(O)C2)N1Cc1ccccc1 (centres undefined)
  3CLpro inhibitor = -3
  BioA inh = 1.3
  MazEF act = 1
  VHR inh abs = 24
  Mtb FBA inh = -3
  BH1578 lux ind = 6.7
  SSB-PriA inh = -6
  Rv3671c inh = 6
  UGM FP inh = 1.2
  GDH-TPI counter = 8

An excerpt, so the mix of outcomes need not match the whole.
